Screening results: PubChem BioAssay, National Center for Advancing Translational Sciences (NCATS)
pAkt inh: inhibitors of Akt phosphorylation; Neuro2A IGF-stimulated pAkt S473 HTRF, 20 min; active compounds read low; 0.32% of 360,000 active; AID 651550; activity change, % for hits at 50 µM; in the data active = activity change below about -80%; inconclusive = mostly about -51% to -80%; also: % is scaled to controls: 0 for no effect and ±100 for the full control effect
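Single-point screen (50 µM final compound) in Neuro2A cells stimulated 20 min with 6 nM IGF at 37 deg C. After lysis, Ser473-phosphorylated Akt read by HTRF (ex 330 nm, em 615/665 nm) as the 665/615 ratio.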
A549 viability: A549 cytotoxicity, counter-screen for Nrf2 inhibitors | A549 ARE-Fluc cells, CellTiter-Fluor viability, 18-24 h | Potency, µM (titrated, usually from 46 µM), inactives show at the highest dose activity change, negative = cytotoxicity, most hits filed as inhibitors | 0.16% of 390,000 active | AID 504648; also: potency is read from the fitted curve at half-maximal effect; % is scaled to controls: 0 for no effect and ±100 for the full control effect
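A549 ARE_Fluc cells in 5% FBS OPTI-MEM were exposed to compounds in concentration-response for 18-24 h at 37 deg C. Viability was read by CellTiter-Fluor fluorescence (Ex 405/Em 525) after 30 min, before the luciferase read.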
HepG2 tox: counter-screen for TGF-b inhibitors: cytotoxicity in HepG2 cells | HepG2 CAGA-GFP viability, ATP luminescence, 18 h | Potency, µM (top dose mostly 46.1 µM), without a hit: at the highest dose activity change, negative = cytotoxicity, actives largely listed as cytotoxic | 0.76% of 410,000 active | AID 588856; also: potency is read from the fitted curve at half-maximal effect; some results filed as inactive show a strong effect at the top dose
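HepG2 CAGA-GFP cells (1000/well, DMEM with 1% FBS) received compound, then TGF-beta at 500 pg/mL final, and were incubated 18 hours at 37 degrees C. Viability was read by CellTiter-Glo luminescence. Media-only wells were set as complete cell-killing and DMSO as no toxicity.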
S2 tox: reduces viability in counter-screen for ATXN expression inhibitors; 0.49% of 400,000 active; S2 cells (HEK-293 line with an ATXN2-luciferase reporter) viability, CellTiter-Fluor protease fluorescence, 24 h; Potency, µM (highest dose often 56.7 µM), usual class: cytotoxic; also: potency is read from the fitted curve at half-maximal effect; nearly all actives have a fitted effect of over 40% in size
MmCpn inh: inhibitors of Methanococcus maripaludis chaperonin (MmCpn) | Potency, µM (doses to about 76.9 µM), for inactives: top-dose activity, negative = inhibition, most hits filed as inhibitors | purified Mm-Cpn ATPase, ADP Transcreener TR-FRET | AID 504842 | 0.031% of 330,000 active; also: potency is read from the fitted curve at half-maximal effect; % is scaled to controls: 0 for no effect and ±100 for the full control effect; nearly all actives have a fitted effect of over 80% in size
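ATP (10 uM final) was added to archaeal chaperonin (25 nM final) after 10 min exposure to test compound at 37°C; after 30 min further incubation, ADP was detected by competitive TR-FRET.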
TGFb SMAD3 inh: TGF-b pathway inhibition. 1.2% of 410,000 active. Potency, µM (titrated, usually from 46.1 µM), inactives show at the highest dose activity, negative = inhibition, hits mostly inhibitors. HepG2 CAGA-GFP TGF-b/SMAD3 reporter, GFP fluorescence, 18 h; TGF-beta stimulated, 500 pg/mL final; also: potency is read from the fitted curve at half-maximal effect; % is scaled to controls: 0 for no effect and ±100 for the full control effect; nearly all actives have a fitted effect of over 65% in size
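HEPG2 CAGA-GFP, 1000 cells/well; 2 h settle, 37 C; cpd via pin tool; TGF-b 500 pg/mL final; 18 h, 37 C; GFP imaging ex488/em500-530; %Activity normalised to -TGF-b and +DMSO controls; CRC fit, curve class.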
Nrf2 block: blocks Nrf2 signaling. A549 ARE-Fluc reporter, luciferase luminescence, 18-24 h. Potency, µM (highest dose often 46 µM), for the others: top-dose activity change, negative = inhibition, most hits filed as inhibitors. 2.1% of 360,000 active; also: potency is read from the fitted curve at half-maximal effect; % is scaled to controls: 0 for no effect and ±100 for the full control effect; nearly all actives have a fitted effect of over 60% in size
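Concentration-response testing used A549 ARE_Fluc cells at 5000 cells/well. Following an 18-24 h compound incubation, viability was read by fluorescence (Ex 405/Em 525) and luciferase output by luminescence.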
CCT chaperon mod: modulators of cytosolic chaperonin (CCT/TRiC) activity; 0.3% of 360,000 active; AID 651819; purified chaperonin ATPase assay, HTRF ADP detection, 30 min; activity change, % (test concentration not listed), hits read low; in the data active = activity change below about -30%; also: % is scaled to controls: 0 for no effect and ±100 for the full control effect
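We incubate TRiC, 40 or 20 nM final, with library compounds at 76 uM and 10 uM ATP for 30 min at 37 °C. ADP formed is detected with Transcreener HTRF reagents after 30 min at room temperature.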
Nrf2 activator: activates Nrf2 signaling; 0.31% of 410,000 active; AREc32 ARE-luciferase reporter (MCF7-derived line), luminescence, 24 h; Potency, µM (titrated, usually from 46.1 µM), without a hit: top-dose activation, actives largely listed as activators; also: potency is read from the fitted curve at half-maximal effect; % of control where 0% means no effect; nearly all actives have a fitted effect of over 65% in size
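Reporter line AREc32 (ARE-Fluc), seeded overnight in OPTI-MEM with 5% FBS; compound pin-transferred, 24 hr at 37 deg C, 5% CO2; luminescent read-out.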
The depositor's hits bear a star; i = inactive; ? = inconclusive; . = no result given; & = joins results of further samples; [ ] = dose if it differs, or a comment. Unless noted, calls follow the shape of the dose curve; as a rule, active = well fitted curve in the direction sought with a large enough effect; inconclusive = small, poorly fitted or top-dose-only effect, or another doubt; inactive = no such curve, though single readings can be large; an effect the other way counts as inactive or inconclusive.

smiles	pAkt inh	A549 viability	HepG2 tox	S2 tox	MmCpn inh	TGFb SMAD3 inh	Nrf2 block	CCT chaperon mod	Nrf2 activator
O=C(Oc1cncc(Cl)c1)c1sccc1Cl	i	2%	-14%	i	.	-10%	-1%	-3.0	-0.6%
COC(=O)Cc1csc(NC(=O)CSc2nnc3ccccn23)n1	i	8%	12%	i	1%	6%	-4%	-1.1	0.3%
O=C(CN(C(=O)CNS(=O)(=O)c1ccc(F)cc1)c1cccc(F)c1)NCC1CCCO1 (stereo not drawn)	i	-10%	21%	i	-10%	4%	-16%	0.1	-0.3%
Cc1cc(NC(=O)CCC(=O)N(Cc2ccco2)C(C(=O)NCC2CCCO2)c2ccncc2)no1 (stereo not drawn)	i	-1%	4%	?	-3%	-2%	-3%	-0.3	0.4%
CCOC(=O)c1coc(C(=O)OCC)c1C(=O)OCC	i	-1%	8%	i	.	23%	17%	-0.8	-0.3%
Cc1ccc(C(=O)N/C(=C\c2ccccc2)C(=O)OCc2ccccc2)cc1	i	-17%	-15%	i	2%	-2%	?	-2.3	3.2%
CC12CCCC[C@@H]1CCC1C2CCC2(C)C1CC[C@@]2(O)CNCCO (stereo partly drawn)	i	1%	-6%	i	1%	21%	-11%	0.0	4.0%
Cc1ccc(N2C(=O)[C@@H]3[C@H](C2=O)C2c4ccccc4C=CN2[C@@H]3C(=O)c2ccco2)c(C)c1 (stereo partly drawn)	i	5%	-4%	i	-5%	25%	3%	1.2	15%
O=C(NCC1CCCN(C2Cc3ccccc3C2)C1)c1cccs1 (stereo not drawn)	i	0%	2%	i	-1%	10%	1%	-0.9	3.2%
COC(=O)c1ccc2c(c1)N(C)CCS2	i	-3%	4%	i	-4%	-7%	0%	1.5	-0.7%
CCOC(=O)N=Nc1c(O)n(CC(=O)OC)c2ccccc12	i	3%	-3%	i	1%	10%	26%	2.5	0.2%
C=CCn1c(=N)c(C(=O)NCCCOC)cc2c(=O)n3cccc(C)c3nc21	.	?	-11%	.	-8%	6%	-1%	-1.3	0.4%
CCOc1ccc(-c2cc(CCCC(=O)NCc3ccc(C)cc3)no2)cc1	i	15%	-11%	?	0%	-21%	?	-2.2	-1.6%
O=C(O)CCCn1cc(NC(=O)c2ccc(F)cc2)cn1	i	-6%	-3%	i	1%	18%	?	1.8	-0.6%
COc1ccccc1C(=O)C1CCCN(C(=O)c2cccc(-n3cccn3)c2)C1 (stereo not drawn)	i	1%	-3%	i	-2%	-18%	-4%	0.2	-0.7%
C=CCN(CC=C)C(=O)C1CCN(S(=O)(=O)c2ccc(N3CCCC3=O)cc2)CC1	i	0%	15%	?	-1%	1%	0%	-1.1	-0.2%
CCOc1cc(C(=O)N2CC(=O)Nc3ccc(C)cc3C2c2ccccc2)cc(OCC)c1OCC (stereo not drawn)	.	7%	0%	i	.	10%	5%[9.27 µM]	.	-0.1%
COc1ccc(C(=O)NCC(=O)OCC(=O)N2CCc3ccccc32)cc1	i	-1%	-20%	i	-4%	-13%	11%	-2.2	-0.2%
CC1=CC(C)(C)NC(=S)N1c1cccc(C)c1	i	-9%&-5%	-4%&4%	i	0%	-10%&3%	-11%&-1%	-0.3&-2.9	-0.8%&2.9%
O=C(NC1CCCCC1)C(c1ccc2ncccc2c1)N(Cc1ccc(F)cc1)C(=O)c1ccc2c(c1)OCCO2 (stereo not drawn)	i	-14%	-6%	?	2%	-28%	?	-0.6	0.4%
O=C(CN1CCCN(Cc2ccc(F)cc2Cl)C1=O)NC1CCCCCC1	i	-14%	2%	i	-1%	?	.	-2.3	0.2%
O=C(O)c1ccccc1S(=O)(=O)NCC(O)COc1ccc(Br)cc1 (stereo not drawn)	i	.	7%	i	1%	-5%	9%	-0.9	0.4%
N#Cc1ccccc1NC(=O)Nc1ccccc1	i	-2%	7%	i	-2%	-2%	5%	-2.0	-0.3%
O=C(NCc1ccco1)c1ccc(C(F)(F)F)cc1	i	2%	-6%	i	0%	-1%	31%	0.2	2.0%
Fc1cccc(Cl)c1CNc1n[nH]c(-c2ccco2)n1	.	10%	-17%	i	.	-8%	?	.	?
CS(=O)(=O)c1ccc(S(=O)CC(=O)Oc2ccc(Cl)cc2)c([N+](=O)[O-])c1 (stereo not drawn)	i	?	18µM*	?	2%	?	?	0.9	?
OC(CNC1CCCC1)COCCOc1ccc(Br)cc1 (stereo not drawn)	i	2%	0%	i	0%	19%	-16%	-0.7	-0.3%
COc1ccc(Nc2nc(C)c3ccccc3n2)cc1	i	-5%	-22%	i	-1%	14%	?	2.1	5.7%
Cn1c(=O)n(CC(N)=O)c2ccccc21	i	-7%	11%	i	1%	1%	3%	2.5	0.2%
O=C(c1ccc(F)cc1)N1CCC(C(=O)N2CCN(S(=O)(=O)c3cccc(F)c3)CC2)CC1	i	-2%	10%	i	1%	-28%	8%	-0.3	0.0%
O=C(O/N=C\c1ccc(N2CCCCC2)c([N+](=O)[O-])c1)c1cccc(C(F)(F)F)c1	i	2%	3%	i	3%	5%	2%	-5.0	0.4%
CCOc1ccc2nc(NCCCNC(=O)c3cc(OC)c(OC)c(OC)c3)c(C#N)cc2c1	i	?	-11%	.	-1%	-7%	19%	-6.0	0.0%
Cc1c(C(=O)Nc2cccc(C(F)(F)F)c2)oc2ccc3c(c12)C(=O)CC(C)(C)O3	.	-9%	-32%	?	.	0%	?	.	1.2%
Cn1ccc2c(OCC(=O)Nc3cc(C(F)(F)F)ccc3Cl)cccc2c1=O	.	0%	1%	i	.	-13%	.	.	-0.6%
COc1ccc(N(C(=O)c2cccc([N+](=O)[O-])c2)S(=O)(=O)c2ccc3c(c2)n(C)c(=O)n3C)cc1	i	-5%	-9%	i	0%	-15%	-19%	-0.6	-0.6%
COc1cccc(C(=O)Nc2ccc(S(=O)(=O)N(Cc3ccccc3)c3ccccc3)cc2)c1	.	3%	-25%	i	.	-15%	?	.	4.6%
CCc1ccc(NC(=O)c2cc(S(=O)(=O)N3CCCCCC3)ccc2F)cc1	.	0%	-4%	?	.	-17%	.	.	2.9%
Nc1ncnc2c1ncn2[C@@H]1O[C@H](CNC(=O)[C@H](N)Cc2cccnc2)[C@@H](O)[C@H]1O	i	.	-2%	i	.	-7%	.	1.2	-0.7%
Cc1ccc(Cl)c(OCCCN(C)Cc2ccccc2)c1	i	-3%	-37%	i	1%	-28%	1%	-0.3	2.2%
C=CCC[C@H](Cc1ccc(F)cc1)C(=O)OC[C@@H](Cc1c[nH]c2ccccc12)NC(=O)[C@@H](CC=C)CC(=O)N[C@@H](CO)Cc1ccccc1	i	?	-56%	13µM*	-1%	10µM*	?	-7.9	0.9%
CC(=O)C[C@@H](O)CC(=O)[C@H]1OC(=O)[C@H](C)C/C=C\Cc2ccccc21	i	7%	-20%	i	-2%	-31%	?	0.5	2.3%
Cc1ccc(OC(C)C(=O)N2CCc3ccccc32)cc1 (stereo not drawn)	i	20%	2%	i	1%	21%	.	-3.5	3.0%
CCOc1ccc(S(=O)(=O)N(CC(=O)NCc2cccnc2)c2ccc(C)cc2)cc1	i	5%	-21%	i	-12%	-17%	-5%	-1.7	0.2%
O=C(O)[C@@H](c1ccccc1)N1Cc2ccccc2C1=O	i	10%	-10%	i	-10%	0%	9%	-1.4	3.5%
Cc1ccccc1Cn1ccc(NC(=O)c2nn3cccnc3c2Cl)n1	i	-10%	14%	i	-8%	-14%	?	-0.2	0.2%
CCOC(=O)C1CCCN(C(=O)c2ccc(NC(=O)c3nsc4ccccc34)cc2)C1 (stereo not drawn)	.	-5%	-14%	i	.	-44%	.	.	4.3%
C[C@]1(CC/C(=C/CO)CO)[C@H](CO)CC[C@@]23COC(=O)C2=CCC[C@@H]31	i	-11%	6%	i	2%	10%	-6%	-0.1	?
Cc1cccc(-c2c(O)cc(=O)[nH]c2Cl)c1	i	1%	3%	i	-4%	13%	-1%	-4.4	-0.6%
CNc1cc(-c2cnn(CC(C)C)c2)ncn1	i	.	-2%	i	.	10%	.	-0.2	0.3%
OC[C@@H]1CN(Cc2ccco2)C[C@H](n2cnc3c(NC4CC4)ncnc32)O1	i	.	8%	i	.	1%	.	-0.7	0.5%[9.22 µM]

Carrying on:
smiles	pAkt inh	A549 viability	HepG2 tox	S2 tox	MmCpn inh	TGFb SMAD3 inh	Nrf2 block	CCT chaperon mod	Nrf2 activator
Cc1ccccc1NC(=O)/C(C#N)=C\c1cn(CC(=O)O)c2ccccc12	i	?	-12%	?	0%	0%	11%	0.8	5.5%
NC(=O)C1CCCN(C(=O)CNC(=O)C23CC4CC(CC(C4)C2)C3)C1 (stereo not drawn)	i	7%	-27%	i	-1%	-2%	3%	-1.4	0.2%
Cc1cc(NC(=O)COC(=O)[C@H](Cc2c[nH]c3ccccc23)NC(=O)c2ccc(F)cc2)no1	i	0%	-9%	i	5%	9%	-16%	1.8	-1.1%
CN(C)S(=O)(=O)c1cccc(C(=O)N2CCc3ccccc32)c1	i	-3%	-7%	i	0%	35%[activator]	-4%	0.0	4.7%
CCOc1ccc(Nc2nc(N)c3ccccc3n2)cc1	i	-4%	16µM*	i	0%	-13%	?	3.0	-1.8%
